pPAFAH FP inh – inhibitors of human plasma PAF acetylhydrolase (pPAFAH). recombinant pPAFAH, FP-rhodamine probe fluorescence polarization. inhibition, % at 3.39 µM. hit rate 1.5% among 330,000;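 active = inhibition above the mean inhibition across the screen plus 3 SD, cut at about 25% in these data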;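 note: inhibitors block binding of the rhodamine activity-based probe so polarization drops; 0% = enzyme with DMSO and 100% = wells lacking pPAFAH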
PREPL inhibitor – inhibits the human prolyl oligopeptidase-like enzyme; recombinant PREPL, fluorescence polarization activity-based probe; inhibition, % at 5.96 µM; hit rate 0.68% among 320,000; Q4J6C6; AID 2751; in the data active = inhibition above about 43%;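 note: 0% = enzyme with DMSO and 100% = wells lacking enzyme; many of its hits are not listed in these tables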
Target sequence (Q4J6C6 whole entry, looked up): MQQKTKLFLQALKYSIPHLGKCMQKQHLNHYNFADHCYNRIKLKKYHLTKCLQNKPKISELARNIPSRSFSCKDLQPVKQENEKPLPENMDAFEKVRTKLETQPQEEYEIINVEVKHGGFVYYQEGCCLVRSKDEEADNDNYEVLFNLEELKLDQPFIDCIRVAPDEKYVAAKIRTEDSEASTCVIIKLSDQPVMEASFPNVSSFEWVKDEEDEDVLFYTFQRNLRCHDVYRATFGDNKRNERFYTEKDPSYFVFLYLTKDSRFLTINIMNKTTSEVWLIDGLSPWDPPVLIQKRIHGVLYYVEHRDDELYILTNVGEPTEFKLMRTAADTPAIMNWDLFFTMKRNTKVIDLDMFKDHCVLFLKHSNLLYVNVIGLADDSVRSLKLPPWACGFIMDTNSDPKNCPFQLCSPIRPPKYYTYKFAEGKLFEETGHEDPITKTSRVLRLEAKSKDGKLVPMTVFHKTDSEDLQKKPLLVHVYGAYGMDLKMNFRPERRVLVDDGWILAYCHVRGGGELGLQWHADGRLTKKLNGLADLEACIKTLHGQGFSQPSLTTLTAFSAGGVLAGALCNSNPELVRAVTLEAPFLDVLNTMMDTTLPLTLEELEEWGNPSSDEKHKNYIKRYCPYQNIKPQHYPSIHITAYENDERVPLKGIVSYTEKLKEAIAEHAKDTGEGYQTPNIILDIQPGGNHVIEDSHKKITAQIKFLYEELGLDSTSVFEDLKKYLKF
PAD4 FP inh – blocks human protein arginine deiminase 4 | recombinant PAD4, RCA probe fluorescence polarization | hit rate 0.41% among 330,000 | inhibition, % at 6.36 µM;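 active = percent inhibition above a cutoff equal to the mean of all tested compounds plus 3 SD, cut at about 15% in these data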;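 note: 0% = PAD4 with RCA probe and DMSO and 100% = probe without PAD4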
LYPLA2 counter – counter-screen for PME1 inhibitors: inhibitors of human LYPLA2; hit rate 0.38% among 320,000; inhibition, % at 5.9 µM; O95372; AID 2177; recombinant LYPLA2, FP-Rh probe fluorescence polarization;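 active = inhibition above the screen-wide mean plus 3 SD, limit set per campaign, cut at about 26% in these data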;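 note: 0% = LYPLA2 with DMSO and 100% = wells lacking LYPLA2 enzyme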
GSTO1 counter – blocks human GSTO1 in RBBP9 counter-screen | P78417 | hit rate 1.1% among 300,000 | recombinant GSTO1, activity-based probe fluorescence polarization | inhibition, % at 5.96 µM;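 active = inhibition above the campaign mean inhibition plus 3 SD, cut at about 35% in these data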;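 note: 0% = GSTO1-1 with DMSO and 100% = wells lacking GSTO1-1 enzyme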
PAFAH2 inh – PAFAH2 (human) inhibition. inhibition, % at 3.39 µM. recombinant PAFAH2, FP-rhodamine activity probe, fluorescence polarization. hit rate 0.99% among 340,000. Q99487;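 active = inhibition above the mean over all tested compounds plus 3 SD, cut at about 30% in these data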;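 note: inhibitors block probe labeling of enzyme so polarization drops; 0% = enzyme with DMSO and 100% = wells lacking PAFAH2 protein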
PAFAH1B2 inh – PAFAH1B2 (human) inhibition; recombinant PAFAH1B2, FP-rhodamine activity probe, fluorescence polarization; inhibition, % at 3.39 µM; hit rate 1.2% among 340,000; AID 492953;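 active = inhibition above the mean of all tested compounds plus 3 SD, cut at about 24% in these data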;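 note: 0% = enzyme with DMSO and 100% = wells lacking PAFAH1B2; many of its hits are not listed in these tables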
Target sequence (P68402 whole entry, looked up): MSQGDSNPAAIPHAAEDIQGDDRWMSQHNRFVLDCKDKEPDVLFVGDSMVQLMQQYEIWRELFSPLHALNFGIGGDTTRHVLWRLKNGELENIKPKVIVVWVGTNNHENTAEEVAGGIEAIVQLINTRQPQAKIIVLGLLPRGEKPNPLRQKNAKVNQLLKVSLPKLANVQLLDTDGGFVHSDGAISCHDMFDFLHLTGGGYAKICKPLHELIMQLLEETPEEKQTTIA
PAFAH1B3 FP inh – blocks human PAF acetylhydrolase 1B catalytic subunit 3 | inhibition, % at 3.39 µM | Q15102 | hit rate 0.28% among 340,000 | recombinant PAFAH1B3, FP-rhodamine probe, fluorescence polarization;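 active = inhibition above the screen-wide average of all tested compounds plus 3 SD, cut at about 25% in these data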;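 note: 0% = enzyme with DMSO only and 100% = wells lacking PAFAH1B3 protein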
LYPLA1 inh – blocks human lysophospholipase 1, a PME1 counter-screen; O75608; recombinant LYPLA1, FP-Rh probe fluorescence polarization; inhibition, % at 5.9 µM; hit rate 0.16% among 320,000;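 active = inhibition above the mean of all tested compounds plus 3 SD, set per campaign, cut at about 14% in these data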;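 note: inhibitors block serine hydrolase probe labeling of LYPLA1 so polarization falls; 0% = enzyme with DMSO and 100% = wells lacking LYPLA1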
An asterisk follows results filed as active; . = no result given. Not all compounds are listed; count on the stated rates, not on these rows.

SMILES	pPAFAH FP inh	PREPL inhibitor	PAD4 FP inh	LYPLA2 counter	GSTO1 counter	PAFAH2 inh	PAFAH1B2 inh	PAFAH1B3 FP inh	LYPLA1 inh
COc1cc2c(cc1OC)C(COc1ccccc1OC)N(C(=O)c1ccco1)CC2 (stereo unspecified)	7	15	-2	1	-3	-1	3	-5	2
CCc1ccccc1NC(=O)N1C2CCCC1CC(NC(=O)C(C)(C)C)C2 (stereo unspecified)	3	10	-1	0	-1	2	3	-1	-1
CCCCC(=O)Nc1cccc(NC(=S)NC(=O)COc2ccccc2Cl)c1	-6	4	2	9	6	-6	0	7	4
CC(C)(C)C1CCc2onc(C(=O)Nc3cccnc3)c2C1 (stereo unspecified)	3	-5	1	-2	-3	7	7	1	-2
CCOC(=O)NC(=O)C(/C=N/c1sccc1C(=O)OC)=C(\C)O	8	4	0	2	-5	.	.	.	-1
COc1ccc(-c2csc(-n3cccn3)n2)cc1	3	-8	-1	-4	0	-10	4	10	-7
CN(C(=O)CCCN1C(=O)c2ccccc2C1=O)C1CCCCC1	-2	8	-1	-5	.	-4	7	2	-2
N/C(=N\OC(=O)c1ccc(Cl)cc1)c1ccn[nH]1	4	-2	-1	7	-1	-5	-1	2	4
COc1cc(NC(=O)c2sc3ncn(CC(=O)N4CCC(C)CC4)c(=O)c3c2C)cc(OC)c1OC	-4	1	0	16	8	-5	3	5	-1
CSc1ccc(C(=O)NC2CCSc3ccccc32)cc1 (stereo unspecified)	-2	3	-2	1	-3	-6	-4	8	1
CCN(CC(=O)Nc1cc(Cl)ccc1C)C(=O)C1COc2ccccc2O1 (stereo unspecified)	8	9	6	9	.	3	3	5	8
CCN1/C(=C\C(=S)Nc2ccccc2)Sc2ccccc21	0	3	13	-5	7	9	2	7	-2
Cc1c(OCc2ccccc2)c(=O)ccn1Cc1ccc(Cl)cc1	6	1	1	0	-7	-6	4	-2	-4
C=CCNC(=O)COCc1cc(-c2ccc3c(c2)OCO3)on1	5	-1	-4	-6	1	-5	4	-1	-2
COc1ccc(C(=O)OCCCc2cc3ccccc3c(=O)o2)cc1	3	-4	-2	-1	.	26	8	-7	0
COc1ccc2cc(Br)ccc2c1CC(=O)NCC1CCCO1 (stereo unspecified)	5	0	-4	0	11	2	2	6	-2
COc1ccc(OC)c(C(=O)COC(=O)CN2C(=O)NC3(CCCCC3C)C2=O)c1 (stereo unspecified)	-1	-8	2	-5	-14	0	1	8	-1
O=P(COCCCCCOCP(=O)(c1ccccc1)c1ccccc1)(c1ccccc1)c1ccccc1	-2	13	3	-4	6	0	-5	6	-2
Cc1ccc(SC(C)C(=O)NCC(C)C)cc1 (stereo unspecified)	2	3	-1	5	-3	9	4	4	-1
CCN(CC)CCCNC(=O)c1ccc2c(Cl)c3c(nc2c1)CCCC3	7	-12	-2	-1	-6	-4	-3	-4	0
O=C(c1ccc(S(=O)(=O)c2cccc(Cl)c2)c([N+](=O)[O-])c1)N1CCN(Cc2ccccc2)CC1	7	9	2	3	6	6	1	10	0
COc1cc(/C=C/C(=O)O)cc(S(=O)(=O)NCCO)c1OC	1	10	3	3	5	7	2	8	3
C/C=C/C(=O)OCC(=O)Nc1ccc(OC)c(OC)c1	3	16	-4	8	7	4	-2	6	0
Nc1nncn1C(=O)CCCOc1ccccc1	4	9	1	4	3	7	5	3	1
Cc1cc(C(=O)N/N=C/c2c(C)[nH]c3ccccc23)n[nH]1	-2	-3	0	3	3	8	5	3	-1
SMILES	pPAFAH FP inh	PREPL inhibitor	PAD4 FP inh	LYPLA2 counter	GSTO1 counter	PAFAH2 inh	PAFAH1B2 inh	PAFAH1B3 FP inh	LYPLA1 inh
COc1ccc(CSc2cccc3cccnc23)cc1[N+](=O)[O-]	-1	13	-4	12	4	-3	-3	8	0
Cc1ccc(NC(=O)COC(=O)CN2C(=O)C3CCCCC3C2=O)cc1S(=O)(=O)N1CCOCC1 (stereo unspecified)	0	10	-5	3	4	7	4	2	-1
O=C1NC(Cc2c[nH]c3ccccc23)C(=O)N1Cc1cccc2ccccc12 (stereo unspecified)	-6	-43	3	-1	4	-3	2	3	-4
c1ccc(-n2cnc3cc(NCc4cccs4)ccc32)cc1	8	14	-7	1	0	8	0	10	-2
CCC(=O)Nc1ccc(C(=O)Nc2cc(C)on2)cc1	0	-5	1	1	-1	4	3	2	-1
CC(=O)N1N=C(c2ccc(C)cc2)OC1c1ccc(Br)cc1 (stereo unspecified)	3	-17	-4	8	-8	5	8	-3	0
O=C1OCCN1C(=O)[C@H]1[C@H](c2ccc(Cl)cc2)C(c2ccccc2)=NN1c1ccccc1	-1	.	0	.	.	-6	9	5	.
O=C(OCc1ccccc1)N1CCOCCOCCN(C(=O)OCc2ccccc2)CCOCCOCC1	13	25	-5	-6	-2	4	3	0	0
COc1ccc(-c2ccc(CCC(=O)O)n2-c2ccccc2O)cc1	21	17	-7	2	9	1	2	-2	3
Cn1c(=O)c2[nH]cnc2n(-c2ccccc2)c1=O	0	6	-2	-3	-3	-1	4	7	-4
CN(CCCNC(=O)c1cn(C)c2ccc(S(=O)(=O)N(C)C)cc2c1=O)c1ccccc1	-2	7	-3	-4	-5	-3	9	5	2
Cc1cccc(CC(=O)Nc2cc(=O)n(C)c(=O)n2C)c1	6	-2	0	2	4	-3	2	1	0
COc1ccc(CCn2c(C)c(C(C)=O)c(C(C)=O)c2C)cc1OC	4	6	0	5	7	0	7	1	0
Cc1nc(SCC(=O)Nc2cc(C(N)=O)cc(C(N)=O)c2)c2c(C)c(C)sc2n1	-8	-26	5	-5	-16	1	2	-1	1
CCCCNC(=O)CN1C(=O)NC(CCc2ccccc2)C1=O (stereo unspecified)	-3	9	-4	7	4	9	1	-1	-2
CCCc1cc(=O)[nH]c(SCC(=O)c2cc(C)n(C)c2C)n1	5	1	-1	2	-2	-4	4	-5	0
COc1cc(C(=O)NCc2ccncc2)cc(Br)c1OCc1ccccc1	1	-12	2	-6	0	3	4	0	-7
Cc1ccc(C)c(C(=O)n2cnnc2N)c1	1	-4	2	7	-3	3	1	8	-1
O=C1c2ccccc2S(=O)(=O)c2cc(N3CCC4(CC3)OCCO4)ccc21	12	-12	-4	18	-10	.	.	.	2
CCOC(=O)N1CCN(C(c2ccc(C)cc2)c2sc3nc(C)nn3c2O)CC1 (stereo unspecified)	-1	10	0	17	1	0	4	-6	0
CC[C@@]1(C(=O)OC)N[C@H](CN(C)C(=O)c2ccccc2)[C@@H]2C(=O)N(Cc3ccccc3)C(=O)[C@@H]21	-3	4	2	.	.	6	3	6	.
O=C(Oc1ccccc1C(=S)N1CCOCC1)c1cccc([N+](=O)[O-])c1	0	24	4	7	5	2	-7	5	2
Cc1nn(-c2ccccc2)c(C)c1C(=O)OC(C)C(=O)NC1CCCCC1C (stereo unspecified)	4	-1	-5	-1	.	3	6	9	-2
O=C(NCc1cccs1)N[C@@H](Cc1ccccc1)C(=O)O	2	1	-2	7	4	-1	8	6	0
Cc1ccc(S(=O)(=O)NNC(=O)c2ccccc2O)cc1	6	-4	0	5	13	10	6	-8	2

Given with two lines to a compound: entries from further up
Values in the order – pPAFAH FP inh	PREPL inhibitor	PAD4 FP inh	LYPLA2 counter	GSTO1 counter	PAFAH2 inh	PAFAH1B2 inh	PAFAH1B3 FP inh	LYPLA1 inh
- Cc1cc(C(=O)N/N=C/c2c(C)[nH]c3ccccc23)n[nH]1
    -2	-3	0	3	3	8	5	3	-1
- Nc1nncn1C(=O)CCCOc1ccccc1
    4	9	1	4	3	7	5	3	1
- O=C1c2ccccc2S(=O)(=O)c2cc(N3CCC4(CC3)OCCO4)ccc21
    12	-12	-4	18	-10	.	.	.	2

4 structures from above, arranged by number of heavy atoms, descending:
SMILES	pPAFAH FP inh	PREPL inhibitor	PAD4 FP inh	LYPLA2 counter	GSTO1 counter	PAFAH2 inh	PAFAH1B2 inh	PAFAH1B3 FP inh	LYPLA1 inh
O=C(OCc1ccccc1)N1CCOCCOCCN(C(=O)OCc2ccccc2)CCOCCOCC1	13	25	-5	-6	-2	4	3	0	0
COc1ccc(-c2ccc(CCC(=O)O)n2-c2ccccc2O)cc1	21	17	-7	2	9	1	2	-2	3
CC(=O)N1N=C(c2ccc(C)cc2)OC1c1ccc(Br)cc1 (stereo unspecified)	3	-17	-4	8	-8	5	8	-3	0
Cc1cccc(CC(=O)Nc2cc(=O)n(C)c(=O)n2C)c1	6	-2	0	2	4	-3	2	1	0

Sorted by value in PREPL inhibitor (lowest first): some entries from above.
| canonical_smiles | PREPL inhibitor |
| --- | --- |
| COc1ccc2cc(Br)ccc2c1CC(=O)NCC1CCCO1 (stereo unspecified) | 0 |
| CCCc1cc(=O)[nH]c(SCC(=O)c2cc(C)n(C)c2C)n1 | 1 |
| O=P(COCCCCCOCP(=O)(c1ccccc1)c1ccccc1)(c1ccccc1)c1ccccc1 | 13 |

(cont.)
SMILES	pPAFAH FP inh	PREPL inhibitor	PAD4 FP inh	LYPLA2 counter	GSTO1 counter	PAFAH2 inh	PAFAH1B2 inh	PAFAH1B3 FP inh	LYPLA1 inh
C=CCNC(=O)/C(C#N)=C/c1ccccc1[N+](=O)[O-]	3	-5	0	-3	4	-3	-3	-3	-1
COc1cc2c(cc1OC)C(C)=NC1(CCCCC1)C2	10	6	0	-1	3	1	1	1	0
O=C(C[C@@H]1C/C=C/CC[C@H](Cc2ccc(F)cc2)C(=O)OC[C@@H](Cc2ccccc2)NC1=O)N[C@H](CO)Cc1ccccc1	22	13	-1	.	.	5	-8	-11	.
Fc1cccc(NCc2cn3ccccc3n2)c1	7	2	-1	-1	9	5	4	7	-3
NC(=O)CSc1ncnc2c1oc1ccccc12	-1	-4	-4	3	2	1	10	8	-1
CCOC(=O)c1ccc(NC(=O)c2c(Cl)cc(C)nc2C)cc1	0	-10	0	5	0	5	5	2	-1
CCOc1ccc(-c2c(=O)n(O)c3ccccc3[n+]2[O-])cc1	7	10	-4	5	9	-3	5	4	-2
CC1CCCC(C)N1CCCNC(=O)c1ccc2nc(N3CCOCC3)sc2c1 (stereo unspecified)	-2	-3	5	-2	1	2	5	13	0
O=C(Nc1ccc2c(c1)OCCO2)C1CCN(C(=O)c2ccc(F)cc2)CC1	5	-5	-1	1	1	-2	0	4	-1
CSc1ccccc1NC(=O)COc1ccc(Cl)cc1	2	10	8	2	-5	2	2	3	1
COc1ccc(CC(=O)Nc2c3c(nn2-c2cccc(Cl)c2)CS(=O)(=O)C3)cc1	2	-1	-1	2	-4	3	6	1	-3
COc1ccccc1/C=C/C(=O)OCC(=O)Nc1ccc2c(c1)OCCO2	16	16	-1	-6	.	80*	-1	5	-2

Screens: PubChem, The Scripps Research Institute Molecular Screening Center
